From PubChem BioAssay
Jurkat NFkB inh = inhibitors of the PMA/ionomycin-induced NF-kB reporter in Jurkat cells. PMA/ionomycin-induced NF-kB luciferase reporter, luminescence. 330,000 tested, 0.53% active. inhibition, % at 4 µM; in the data active = inhibition above about 50%
CHOP UPR activ = apoptotic UPR (CHOP) activation; CHO-CHOP luciferase reporter, luminescence; percent of tunicamycin response over DMSO baseline; 330,000 tested, 0.34% active; activation, % at 10 µM;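 active = at 10 µM dose, activation of 40% or more, normalized to positive control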;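 note: 100% = tunicamycin at 10 µg/mL and 0% = DMSO alone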
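Assay system: CHO-CHOP cells, stable luciferase reporter of PERK-eIF2a-CHOP signalling / Buffer or medium: F12 plus 10% serum / Compound dosing: one dose, 10 µM in 0.5% DMSO / Times: 6 h compound treatment, 37 °C / Technique: luciferase luminescence / Read-out: % reporter activation, DMSO baseline versus tunicamycin full activation / Benchmarks: tunicamycin and DMSO controls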
tim23-1 inh = growth inhibitors of tim23-1 mutant yeast; 330,000 tested, 1.3% active; S. cerevisiae tim23-1 growth, BacTiter-Glo luminescence, 24 h; inhibition, % at 20 µM;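 active = growth inhibition of the mutant yeast at or above 50%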;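 note: temperature-sensitive mutant grown at 25 °C; plate controls were DMSO-treated mutant yeast for no effect and medium wells lacking yeast for full effect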
Mdm2 MdmX PPI = disrupts the human Mdm2-MdmX interaction | O15151+Q00987 | SaOS-2 split-luciferase Mdm2/MdmX complementation, luminescence | inhibition, % at 8 µM | 330,000 tested, 3% active | AID 485346;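 active = inhibition of at least 50% at 8 µM in the primary screen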
Target sequence (O15151 whole entry, looked up): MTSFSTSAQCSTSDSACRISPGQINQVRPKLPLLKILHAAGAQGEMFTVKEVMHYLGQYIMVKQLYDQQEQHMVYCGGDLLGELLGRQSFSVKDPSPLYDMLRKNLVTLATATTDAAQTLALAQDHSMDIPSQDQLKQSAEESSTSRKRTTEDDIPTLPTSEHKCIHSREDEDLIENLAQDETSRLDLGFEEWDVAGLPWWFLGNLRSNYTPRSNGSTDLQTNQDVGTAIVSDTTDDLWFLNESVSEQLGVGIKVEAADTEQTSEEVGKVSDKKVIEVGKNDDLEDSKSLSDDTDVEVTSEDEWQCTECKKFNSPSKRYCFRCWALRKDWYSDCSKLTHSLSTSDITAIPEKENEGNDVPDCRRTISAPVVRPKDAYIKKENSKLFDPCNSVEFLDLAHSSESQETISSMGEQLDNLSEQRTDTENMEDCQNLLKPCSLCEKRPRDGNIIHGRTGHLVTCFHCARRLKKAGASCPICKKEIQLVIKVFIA
Target sequence (Q00987 whole entry, looked up): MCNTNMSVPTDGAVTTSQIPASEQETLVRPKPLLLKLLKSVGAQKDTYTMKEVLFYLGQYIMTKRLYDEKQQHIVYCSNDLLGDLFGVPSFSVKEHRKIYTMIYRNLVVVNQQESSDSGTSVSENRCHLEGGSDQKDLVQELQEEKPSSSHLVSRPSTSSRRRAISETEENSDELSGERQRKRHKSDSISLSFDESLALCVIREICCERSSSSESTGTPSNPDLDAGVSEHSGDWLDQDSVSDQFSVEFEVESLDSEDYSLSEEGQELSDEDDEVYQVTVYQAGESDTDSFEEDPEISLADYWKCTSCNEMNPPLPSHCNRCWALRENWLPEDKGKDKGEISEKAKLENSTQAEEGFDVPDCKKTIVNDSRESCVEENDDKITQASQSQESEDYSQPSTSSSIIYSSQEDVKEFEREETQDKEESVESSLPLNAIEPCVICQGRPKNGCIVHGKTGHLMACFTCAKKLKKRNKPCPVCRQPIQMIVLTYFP
APJ ag = APJ receptor agonism | CHO-K1 APJ PathHunter beta-arrestin, luminescence; 0% DMSO wells, 100% apelin | 330,000 tested, 0.11% active | activation, % at 20 µM | P35414;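 active = activation more than six SD over the plate average, tested at 20 µM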;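 note: 0% = DMSO alone and 100% = apelin-13 at 10 nM; some results filed as inactive read as strong as hits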
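system = engineered CHO-K1 APJ arrestin reporter cells | input = 1000 cells per well | timing = overnight seeding, 90 min compound at 25 °C, 1 h detection | measured by = enzyme-fragment complementation luminescence | read-out = beta-arrestin recruitment to APJ as agonist activity, luminescent signal | control set = negative DMSO alone, positive Apelin-13 at 10 nM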
APJ antagonist = APJ receptor antagonism; P35414; CHO-K1 APJ beta-arrestin complementation, luminescence; inhibition, % at 20 µM; 330,000 tested, 0.32% active;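 active = inhibition above about 40% at 20 µM, limit read from the data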;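 note: cells challenged with 10 nM apelin-13 agonist together with compound; plate controls were apelin-13 plus DMSO wells for no effect and DMSO wells lacking apelin-13 for full effect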
UPR XBP1 act = adaptive UPR (XBP1) activation; 330,000 tested, 0.33% active; activation, % at 20 µM; CHO-XBP1 luciferase reporter, IRE1-XBP1 UPR activation, luminescence; percent of tunicamycin response, DMSO as zero;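 active = versus positive control, 20 µM dose yields 30% or more activation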;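 note: 100% = tunicamycin at 10 µg/mL and 0% = DMSO only wells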
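assay system = CHO-XBP1 luciferase reporter cells | amount = 1000 cells/well | buffer or medium = F12 plus 10% FBS | compound dosing = single point, 20 µM final compound, 1% DMSO | incubation = 16-18 h cell attachment at 37 °C, then 6 h compound exposure | detection = Steady-Glo luminescence read | controls = tunicamycin 10 µg/mL and vehicle-only wells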
697 NFkB inh = inhibitors of the PMA/ionomycin-induced NF-kB reporter in 697 B cells. 697 B-cell NF-kB luciferase reporter, 16 h. 330,000 tested, 0.33% active. inhibition, % at 4 µM; in the data active = inhibition above about 35%
* marks the source's active call; other numbers are inactive results.

SMILES	Jurkat NFkB inh	CHOP UPR activ	tim23-1 inh	Mdm2 MdmX PPI	APJ ag	APJ antagonist	UPR XBP1 act	697 NFkB inh
O=C(Cn1ccc2ccccc2c1=O)NCC(=O)Nc1ccc(F)cc1F	-7	-1.1	-1	-4	0	4	10	7
CC(C)CN(C(=O)c1ccc2c(c1)OCO2)C1CCS(=O)(=O)C1 (stereo not given)	-7	-1.7	9	19	2	0	3	0
O=C(NCCN1CCCC(O)C1)c1cc(COc2ccc(F)cc2Cl)on1 (stereo not given)	11	-0.6	1	-2	11	8	-2	-23
COc1ccc(S(=O)(=O)N2CCN(C(=O)C3CCCCC3)CC2)cc1	-86	-0.2	10	21	-3	16	-4	-113
Nc1nc(Nc2ccccc2Br)nc(C(F)(F)F)n1	-16	0.6	12	3	-3	9	2	-12
CC(=O)N1CCN(Cc2nc3cc(NC(=O)c4ccc(F)cc4)ccc3n2C)CC1	6	0.8	-2	-19	-4	0	-1	7
CCOC(=O)c1ccc(NC(=O)CC2NCCNC2=O)cc1 (stereo not given)	-6	-2.0	8	1	-1	1	2	13
COc1ccc(NC(=O)c2cc(-c3ccccc3Cl)on2)cc1	-46	2.0	6	-29	-1	-10	1	1
COc1ccc(OC)c(C(=O)NC(CC(N)=O)c2ccc(NCCN3CCCC3)c([N+](=O)[O-])c2)c1 (stereo not given)	-11	0.0	-7	-7	7	-15	0	17
COc1cccc(-c2csc(N3CCN(CC(=O)NNC(=O)c4ccc(Br)cc4)CC3)n2)c1	-11	6.6	-14	14	-3	-32	0	-14
Cc1ccc(S(=O)(=O)N2CCN(CCOc3ccccc3)CC2)cc1	14	-0.1	32	2	0	2	1	10
Cc1c(/C(O)=C2/C(=O)C(=O)N(Cc3cccnc3)C2c2ccccn2)cnn1-c1ccccc1 (stereo not given)	-7	-8.6	-1	-2	0	-6	-10	-6
CN(c1ccccc1)S(=O)(=O)c1ccc(C(=O)NCC(c2ccco2)N2CCCCC2)cc1 (stereo not given)	-1	0.3	1	10	-4	10	-1	-4
CC1CC(C)CN(C(=O)CSc2ncnc3sccc23)C1 (stereo not given)	-13	1.0	31	-13	2	-6	0	-19
COc1ccc(C(=O)NCc2ccccc2OC)cc1	2	-1.2	-7	1	-5	-17	-1	3
CCOc1ccc(NC(=S)N/N=C(\C)Cc2ccc(OC)cc2)cc1	1	0.5	32	22	-1	-9	1	-19
CC(Sc1nc2ccccc2c(=O)[nH]1)C(=O)O (stereo not given)	-10	-1.5	10	8	-4	4	0	-16
CC/C(C)=N/N1C(=O)c2ccccc2NC1(C)CC (stereo not given)	4	-0.9	12	-21	0	4	2	5
CCOc1ccc(N=C2NC(=O)C(CC(=O)Nc3ccccc3)S2)cc1 (stereo not given)	-6	-2.2	6	-2	0	-14	-5	14
CCN1CCN(C(=S)Nc2ccccc2Cl)CC1	-28	0.4	12	-18	7	8	-4	-25
Cc1cc2occ(CC(=O)OCC(=O)Nc3sc4c(c3C#N)CCC(C)C4)c2cc1C (stereo not given)	-13	2.7	-4	0	-3	-13	-1	-10
Cc1c(NC(=O)c2cnc(Cl)c(Cl)c2)c(=O)n(-c2ccccc2)n1C	-3	-0.4	-3	13	-4	0	-2	2
CCc1cc(Br)ccc1NC(=S)NCCc1ccccc1	8	0.2	46	19	2	11	0	-7
O=S(=O)(O)c1cccnc1SCc1ccccc1	-7	0.0	8	-5	3	-4	-2	3

Random excerpt: 3 entries already listed
SMILES	Jurkat NFkB inh	CHOP UPR activ	tim23-1 inh	Mdm2 MdmX PPI	APJ ag	APJ antagonist	UPR XBP1 act	697 NFkB inh
Nc1nc(Nc2ccccc2Br)nc(C(F)(F)F)n1	-16	0.6	12	3	-3	9	2	-12
CC/C(C)=N/N1C(=O)c2ccccc2NC1(C)CC (stereo not given)	4	-0.9	12	-21	0	4	2	5
Cc1c(/C(O)=C2/C(=O)C(=O)N(Cc3cccnc3)C2c2ccccn2)cnn1-c1ccccc1 (stereo not given)	-7	-8.6	-1	-2	0	-6	-10	-6

(cont.)
SMILES	Jurkat NFkB inh	CHOP UPR activ	tim23-1 inh	Mdm2 MdmX PPI	APJ ag	APJ antagonist	UPR XBP1 act	697 NFkB inh
Cc1ccc(-c2ocnc2C(=O)Nc2nc(C)cs2)cc1	-17	6.1	7	-3	1	-15	-1	-20
CCOc1ccc2nc(NC(=O)C3CCCN(S(=O)(=O)c4cccc5nonc45)C3)sc2c1 (stereo not given)	6	3.3	20	22	-1	9	-2	2
O=C(NCc1cccc(F)c1)c1noc2c1CCCC2	-11	3.0	5	28	-3	5	1	-5
O=C(O)[C@H]1Cc2ccccc2CN1S(=O)(=O)c1ccc(F)cc1	10	1.0	-2	-12	-3	10	-1	7
CC(C)(C)OC(=O)C[C@@H]1C/C=C\C[C@H](CC(=O)N(CCO)Cc2ccccc2)C(=O)N2CCC[C@H]2COC1=O	-7	1.6	4	-8	1	6	1	5
CCC(Oc1ccccc1)C(=O)Nc1nnc(S(=O)(=O)N2CCCCC2)s1 (stereo not given)	-4	0.0	26	13	-1	-8	-3	13
CCn1c(SCC(=O)NC2CCCC2)nc2c1c(=O)n(C)c(=O)n2C	-4	1.9	7	9	-1	15	-3	8
Cc1nc2c(C)cccc2cc1C(=O)N/N=C/c1ccc(N(C)C)cc1	7	-0.9	35	50*	-1	1	-1	11
CCOC(=O)c1c(N)ssc1=S	5	3.1	5	15	-16	31	3	11
COc1ccccc1NC(=O)Cn1cnc2c(nc3n2CCCCC3)c1=O	13	-0.8	11	24	-1	-11	-4	-3
O=C(NCc1ccc2c(c1)OCO2)C1CC(c2ccc(Cl)cc2)=NO1 (stereo not given)	8	0.7	-7	24	-3	-8	1	-3
CC1CCCN(C(=O)Cn2c3ccccc3c3nc4n(c(=O)c32)CCS4)C1 (stereo not given)	6	-0.6	4	18	-3	13	0	-5
CCCC(=O)N1CCN(c2ccc(NC(=S)NC(=O)CC)cc2)CC1	0	1.6	9	-20	0	24	-2	6
CCc1nc(C(N)=O)c2[nH]c(=O)n(-c3ccc(OC)cc3OC)c2n1	-5	0.8	5	-5	0	-9	-5	-16
NC1=NN=C(c2ccc3c(c2)OCCO3)CS1	-37	-4.1	6	1	-1	-3	-6	-9
CC(=O)Nc1ccc(S(=O)(=O)NCCC(=O)OC(C)C(=O)NC2(C#N)CCCCC2)cc1 (stereo not given)	-7	3.2	-19	7	-5	-12	1	17
CCN(CC)c1ccc(S(=O)(=O)N(CC)CC)cc1NC(=O)C1CCCC1	-6	1.2	32	-1	-1	-15	-1	-4
Cc1cccn2cc(CNC(=O)c3ccco3)nc12	-22	0.3	10	16	1	-20	1	27
COc1ccc(-c2nn(-c3ccccc3)cc2/C=N/Nc2ccc(S(N)(=O)=O)cc2[N+](=O)[O-])cc1OC	0	1.1	12	65*	-4	6	-1	-17
NC(=O)c1ccc(NC(=O)CSc2nnc(-c3cccnc3)n2Cc2ccco2)cc1	23	1.5	10	2	-2	-25	-1	8
COC(=O)c1ccccc1SCc1csc(C)n1	10	0.3	5	2	-1	-21	-2	1
COc1ccc(CC(=O)NCc2ccc(Cl)cc2)cc1S(=O)(=O)N1CCOCC1	8	0.6	9	23	3	26	-1	8
O=C(O)/C=C/C(=O)N1CCN(c2cccc(Cl)c2)CC1	2	-2.2	-3	-3	-3	-9	1	3
O=C(Cc1c(F)cccc1Cl)Nc1nccs1	3	3.2	6	-13	-2	15	-4	-9
COc1ccc(NC(=O)CS(=O)(=O)Cc2ccccc2)c([N+](=O)[O-])c1	-3	2.2	-11	-7	4	-20	-5	-36
COc1cccc(-c2ccc3ncnc(NCc4cccnc4)c3c2)c1	-2	-0.3	31	69*	-1	7	0	-19
CC1=C(C(=O)OC(C)C)C2(O)C(=O)c3ccccc3C2(O)N1 (stereo not given)	3	-1.7	7	15	2	-13	-1	13
Cc1ccc(S(=O)(=O)Nc2cc(-c3ccccc3)nn2C)cc1	15	1.7	20	22	0	2	-3	14
c1csc(CNc2nc3ccccc3n2CCN2CCOCC2)c1	-16	0.1	-4	6	-1	-15	-1	-5
O/N=C(\COc1ccccc1O)c1ccccc1	9	-2.0	3	-7	1	-13	2	9
C1CSC2(N1)C1CC3CC2CC(C1)C31NCCS1 (stereo not given)	-20	-0.4	11	12	-2	2	-1	8
COc1ccc(CCN=c2c([N+](=O)[O-])nn(-c3cccc(C)c3)n2O)cc1OC	-4	1.1	20	11	9	-76	4	1
O=C(O)COc1ccc(Oc2ccccc2)cc1	19	-1.1	0	19	-3	2	4	17
Cc1cc(NC(=O)c2ccccc2)ccc1NC(=O)Cc1ccccc1	3	1.5	-1	10	-1	14	-3	20
COc1cc(OC)nc(NC(=O)C(C)C)n1	-1	-1.7	3	-9	-4	6	-1	10
O=C(CSCc1ccc(F)cc1)Nc1ccc(F)cc1	-14	0.6	21	32	4	-16	3	5

A portion taken from the entries so far, for reference:
SMILES	Jurkat NFkB inh	CHOP UPR activ	tim23-1 inh	Mdm2 MdmX PPI	APJ ag	APJ antagonist	UPR XBP1 act	697 NFkB inh
COc1ccc(NC(=O)CS(=O)(=O)Cc2ccccc2)c([N+](=O)[O-])c1	-3	2.2	-11	-7	4	-20	-5	-36
COc1cccc(-c2ccc3ncnc(NCc4cccnc4)c3c2)c1	-2	-0.3	31	69*	-1	7	0	-19
CC1=C(C(=O)OC(C)C)C2(O)C(=O)c3ccccc3C2(O)N1 (stereo not given)	3	-1.7	7	15	2	-13	-1	13
Cc1ccc(S(=O)(=O)Nc2cc(-c3ccccc3)nn2C)cc1	15	1.7	20	22	0	2	-3	14

Next records:
SMILES	Jurkat NFkB inh	CHOP UPR activ	tim23-1 inh	Mdm2 MdmX PPI	APJ ag	APJ antagonist	UPR XBP1 act	697 NFkB inh
CC(=O)N1SC(N)=NC1c1ccccc1 (stereo not given)	4	-0.2	4	14	-1	-2	-1	29
Cc1cccc(-n2c(N)c(C(=O)NCCN3CCOCC3)c3nc4ccccc4nc32)c1	-3	-1.3	21	-3	-8	21	-2	11
CC(=O)c1ccc(S(=O)(=O)Nc2ccc(-c3cn4c(n3)SCC4)cc2)cc1	2	-2.5	8	-5	-3	2	-2	9
COC(=O)CCCCCCCCCCN1CCCCC1	-1	-0.1	24	-14	-6	-10	-4	8
Clc1ccc2nc(N3CCCCC3)[nH]c2c1	-134	2.7	15	-175	-5	-6	1	-110
Nc1nc(SCC(=O)Nc2cccc(F)c2)n[nH]1	1	-0.2	8	25	-3	-1	1	18
CCCC(C)C(=O)OCC(=O)NCc1ccc(OC)c(OC)c1 (stereo not given)	13	-0.8	0	-6	0	-5	1	9
CNC(=O)c1c(NC(=O)CCS(=O)(=O)c2ccccc2)sc2c1CCN(C(=O)OC)C2	16	-2.1	-8	36	-3	16	-3	5
COC(=O)c1sccc1NC(=O)C1C2C=CC(O2)C1C(=O)O (stereo not given)	9	0.2	4	-3	1	-6	-2	-5
O=C(Cn1cnc2c(cnn2-c2ccccc2)c1=O)N1CCOCC1	9	1.7	20	0	0	0	7	-11
Cc1ccc([N+](=O)[O-])cc1S(=O)(=O)Nc1cccc(S(=O)(=O)NC2=NCCC2)c1	9	0.7	-2	19	1	15	-2	7
COc1ccccc1C(=O)Nc1ccc(OC(C)C(=O)N2CCOCC2)cc1 (stereo not given)	-14	-1.4	2	19	6	0	-1	12
CCCN(CCC)Cc1c(C(=O)N/N=C/c2ccsc2)nnn1-c1nonc1N	1	-1.1	14	5	1	-2	1	12
CC(=O)c1cccc(OCc2cc(C(=O)N(C)CCc3ccccn3)no2)c1	-2	4.1	0	13	4	5	-5	-21
